High-throughput results (PubChem)
PGK inhibitor: qHTS Assay to Find Inhibitors of Phosphoglycerate Kinase; Potency, µM (series often up to 57.5 µM), inactives show at the top dose activity change, negative = inhibition, most hits filed as inhibitors; Phosphoglycerate kinase, glycosomal (Trypanosoma brucei brucei), P07378; PGK/GAPDH coupled, Kinase-Glo luminescence, 60 min; hit rate 0.043% among 380,000; further: potency means the concentration at half of the fitted maximal effect; on the % scale 0 is the no-effect control and ±100 the full control effect; nearly all actives have a fitted effect of over 60% in size
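Recombinant glycosomal PGK reaction used 1,3-bisphosphoglycerate generated in-well by GAPDH (100nM final) in 100mM TEA pH 7.6, 5mM MgCl2, 0.01% Tween-20. After 60 minutes at room temperature, ATP was read by Kinase-Glo Plus luminescence end-point.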
Pin1 inh: qHTS Assay to Find Inhibitors of Pin1; Peptidyl-prolyl cis-trans isomerase NIMA-interacting 1 (Homo sapiens), Q13526; Pin1 FP peptide displacement, HiFluor488, 10 min; Potency, µM (highest dose often 115 µM), for inactives: at the top dose activity, negative = inhibition, usual class: inhibitors; hit rate 0.009% among 390,000; AID 504891, 2011; active means well fitted inhibition curve with a large enough effect in the polarisation, with a control signal flat, not every such curve was filed as active; inconclusive means small, poorly fitted or top-dose-only effect, or effect the other way, or a change in a side signal; inactive means no such curve, though single readings can be large or run the other way; the % refers to the polarisation; further: potency means the concentration at half of the fitted maximal effect; on the % scale 0 is the no-effect control and ±100 the full control effect
Target sequence (Q13526 whole entry, looked up): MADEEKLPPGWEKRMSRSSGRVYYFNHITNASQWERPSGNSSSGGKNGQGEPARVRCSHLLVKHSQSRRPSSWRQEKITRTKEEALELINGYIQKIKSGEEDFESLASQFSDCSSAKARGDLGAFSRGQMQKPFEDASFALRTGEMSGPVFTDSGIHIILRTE
GLS inh: qHTS for Inhibitors of Glutaminase (GLS). Glutaminase kidney isoform, mitochondrial (Homo sapiens), O94925. GLS enzymatic activity, qHTS titration. Potency, µM (doses to about 45.5 µM), inactives show at the highest dose activity change, negative = inhibition, most hits filed as inhibitors. hit rate 0.21% among 410,000. AID 624170, 2012; further: potency means the concentration at half of the fitted maximal effect; on the % scale 0 is the no-effect control and ±100 the full control effect
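hKGA; 45 mM KH2PO4 pH 8.2 + 0.02% Tween-20; cpd via pin tool; 1 mM Gln soln; GluOx/HRP/Amplex Red; RT 30 min; fluor. t0 & final.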
JMJD2A Tudor inh: qHTS Assay for Inhibitors of JMJD2A-Tudor Domain | Lysine-specific demethylase 4A (Homo sapiens), O75164 | AlphaScreen JMJD2A-Tudor / H3K4me3 peptide binding | Potency, µM (top dose mostly 114 µM), inactives show at the top dose activity change, negative = inhibition, actives largely listed as inhibitors | hit rate 4.4% among 390,000; further: potency means the concentration at half of the fitted maximal effect; on the % scale 0 is the no-effect control and ±100 the full control effect; nearly all actives have a fitted effect of over 50% in size
G9a inh: qHTS Assay for Inhibitors of Histone Lysine Methyltransferase G9a. Histone-lysine N-methyltransferase EHMT2 (Homo sapiens), Q96KQ7. G9a H3K9 monomethylation, AlphaScreen, 2 h. Potency, µM (series often up to 102 µM), inactives show at the highest dose activity, negative = inhibition, actives largely listed as inhibitors. hit rate 8.8% among 350,000. AID 504332, 2011; further: potency means the concentration at half of the fitted maximal effect; on the % scale 0 is the no-effect control and ±100 the full control effect; nearly all actives have a fitted effect of over 75% in size
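Using a bead-based AlphaScreen, monomethylated H3K9 product from 2 h room-temperature reactions (G9a 20 nM, peptide 500 nM, SAM 20 uM) was detected with 0.5 ug/mL rabbit anti-H3K9me1 antibody.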
BAZ2B inh: qHTS Assay for Inhibitors of BAZ2B | AID 504333, 2011 | Potency, µM (highest dose often 114 µM), inactives show top-dose activity change, negative = inhibition, usual class: inhibitors | AlphaScreen BAZ2B-H3K14Ac peptide displacement | Bromodomain adjacent to zinc finger domain protein 2B (Homo sapiens), Q9UIF8 | hit rate 4.4% among 360,000; further: potency means the concentration at half of the fitted maximal effect; on the % scale 0 is the no-effect control and ±100 the full control effect; nearly all actives have a fitted effect of over 60% in size
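AlphaScreen displacement of biotin-H3(5-23)K14Ac peptide (50 nM final) from BAZ2B (50 nM final) in PBS pH 7.4, 0.01% Tween-20; complex preformed 30 min RT, then compounds (top 110 uM) 30 min RT, beads 20 min dark.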
HP1b chromo inh: HTS for Inhibitors of HP1-beta Chromodomain Interactions with Methylated Histone Tails | Chromobox protein homolog 1 (Homo sapiens), P83916 | AlphaScreen HP1-beta / biotin-H3K9me3 peptide binding | Potency, µM (doses to about 114 µM), for the others: top-dose activity change, negative = inhibition, actives largely listed as inhibitors | hit rate 0.56% among 390,000 | AID 540317, 2011; further: potency means the concentration at half of the fitted maximal effect; nearly all actives have a fitted effect of over 70% in size; inactives centre near 23
Target sequence (P83916 whole entry, looked up): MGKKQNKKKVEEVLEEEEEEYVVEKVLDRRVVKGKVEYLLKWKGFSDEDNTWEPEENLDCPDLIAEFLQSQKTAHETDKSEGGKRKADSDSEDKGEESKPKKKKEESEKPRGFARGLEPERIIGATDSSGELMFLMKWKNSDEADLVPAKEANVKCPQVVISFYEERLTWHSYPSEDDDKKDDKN
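AlphaScreen: HP1-beta (50 nM) preformed 30 min with biotin-H3(1-18)K9me3 peptide (50 nM) in PBS pH 7.4, 0.01% Tween-20. Compound added for 30 min at RT, then streptavidin donor/nickel chelate acceptor beads (10 ug/mL) for 30 min.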
PI4K2A inh: qHTS for small molecular inhibitors of PI4K2A; activity change, negative = inhibition, % at 76.9 µM; purified PI4K2A, ADP-Glo luminescence, 1 h; active compounds read low; AID 1346378, 2018; hit rate 0.13% among 420,000; Phosphatidylinositol 4-kinase type 2-alpha (Homo sapiens), Q9BTU6; in the data active means activity change below about -50%; inconclusive means mostly about -30% to -49%;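 further: -100% = wells without enzyme as full effect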
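In this quantitative HTS, ADP production by PI4K2A was quantified luminescently after 1 h at ambient temperature; 100 microM adenosine served as plate-quality control.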
POLH inh: qHTS for Inhibitors of Polymerase Eta; DNA polymerase eta (Homo sapiens), Q9Y253; recombinant Pol eta, fluorescent DNA replication assay; Potency, µM (doses to about 114 µM), for the others: top-dose activity change, negative = inhibition, hits mostly inhibitors; hit rate 1.2% among 390,000; AID 588591, 2011; further: potency means the concentration at half of the fitted maximal effect; on the % scale 0 is the no-effect control and ±100 the full control effect
Target sequence (Q9Y253 whole entry, looked up): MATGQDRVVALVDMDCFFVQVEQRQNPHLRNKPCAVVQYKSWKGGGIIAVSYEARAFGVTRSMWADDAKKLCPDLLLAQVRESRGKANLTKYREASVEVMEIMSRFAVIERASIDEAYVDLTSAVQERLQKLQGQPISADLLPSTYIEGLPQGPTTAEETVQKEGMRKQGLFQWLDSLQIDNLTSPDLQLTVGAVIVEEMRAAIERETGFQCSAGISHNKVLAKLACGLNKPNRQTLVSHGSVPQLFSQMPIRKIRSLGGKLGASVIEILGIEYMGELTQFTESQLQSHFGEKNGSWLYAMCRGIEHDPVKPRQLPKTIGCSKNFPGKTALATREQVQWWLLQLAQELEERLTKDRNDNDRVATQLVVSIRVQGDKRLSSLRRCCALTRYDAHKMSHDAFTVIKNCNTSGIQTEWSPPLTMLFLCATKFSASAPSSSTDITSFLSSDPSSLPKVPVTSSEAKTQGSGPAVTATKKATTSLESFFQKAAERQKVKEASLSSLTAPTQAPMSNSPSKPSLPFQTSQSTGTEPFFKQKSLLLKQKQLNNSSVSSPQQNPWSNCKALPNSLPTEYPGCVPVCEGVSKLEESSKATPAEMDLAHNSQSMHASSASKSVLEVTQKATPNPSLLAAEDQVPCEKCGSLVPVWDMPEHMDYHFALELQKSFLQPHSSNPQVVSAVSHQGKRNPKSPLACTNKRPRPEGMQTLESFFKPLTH
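Fluorescent replication assay: 50 nM final substrate added after a 15 min room-temperature compound preincubation with 10 nM enzyme. Signal taken at 0 min and again at 10 min.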
Active calls of the source: *; i = inactive; ? = inconclusive; · = no result given; [ ] = another dose, or the depositor's remark. Unless noted, the call rests on the fitted dose curve; in most records, active means well fitted curve in the direction sought with a large enough effect; inconclusive means small, poorly fitted or top-dose-only effect, or another doubt; inactive means no such curve, though single readings can be large; an effect the other way counts as inactive or inconclusive.

PGK inhibitor	Pin1 inh	GLS inh	JMJD2A Tudor inh	G9a inh	BAZ2B inh	HP1b chromo inh	PI4K2A inh	POLH inh	canonical_smiles
i	?	-3%	-28%	-1%[59 µM]	-3%	21%	-6	?	Cc1ccc2c(CC(=O)Nc3sccc3C(N)=O)coc2c1
1%	?	0%	-17%	·	·	24%	2	-9%	CCOC(=O)c1csc(NC(=O)c2cc(-c3ccccn3)nc3ccccc23)n1
2%	-2%	-1%	-5%	2%[59 µM]	-13%	32%	1	-23%	CCOC(=O)C(Cc1ccc(O)cc1)NC(=O)CNC(=O)C(CC(C)C)NC(=O)OC(C)(C)C (stereo not given)
-9%	2%	9%	-13%	?	-5%	11%	-5	-23%	CCCCN(CCCC)C(=O)/C=C/c1cccc([N+](=O)[O-])c1
-10%	16%	-3%	?	-9%[59 µM]	-3%	25%	1	-1%	COc1ccc(CNC(=O)c2cc3oc4ccccc4c3n2C)cc1OC
-1%	0%	-16%	1%	5%[59 µM]	-9%	5%	0	-18%	CCCOc1ccc(C(=O)N(Cc2ccccc2Cl)C2CCS(=O)(=O)C2)cc1 (stereo not given)
-10%	2%	7%	-14%	12%	-4%	11%	-4	2%	Cc1ccc(S(=O)(=O)N(CC(=O)NCc2ccc(F)cc2)C(=O)N2CCN(C)CC2)cc1
-1%	?	27%	?	?	35µM*	39%	-2	?	Cc1nc(Cl)cc(N/N=C/c2ccc(O)cc2O)n1
0%	9%	0%	2%	·	6%	29%	7	-24%	CCOC(=O)C1(Cc2cccc(OC)c2)CCN(Cc2ccccc2)CC1
0%	-4%	0%	-9%	-9%[59 µM]	11%	-1%	3	-12%	CC(C)(C)c1ccc(C(=O)NCC(=O)N2CCCCCC2)cc1
1%	30%[activator]	9%	16%	1%	1%	34%[activator]	1	-4%	N#Cc1c(N)n(CCNC(=O)c2ccccc2)c2nc3ccccc3nc12
i	-10%	0%	18%	13%	0%	35%	1	-2%	Cc1noc(C)c1S(=O)(=O)N1Cc2ccccc2CC1C(=O)N(C)C (stereo not given)
1%	1%	1%	-9%	-1%	6%	14%	3	-8%	CN(CC(=O)Nc1cccc(F)c1)C(=O)c1ccccc1OCCOc1ccccc1
4%	3%	-2%	8%	-30%	-13%	7%	4	-18%	O=C(CCl)NC(Cc1ccccc1)c1ccccc1 (stereo not given)
0%	11%	-1%	-13%	·	-6%	45%[activator]	-3	-22%	COC(=O)CC1(C(=O)OC)Oc2ccc(Br)cc2C(=O)N1c1cc(Cl)c(Cl)cc1Cl (stereo not given)
i	0%	-34%	-10%	·	-3%	27%	-4	-16%	N=c1n(CCN2CCOCC2)c2ccccc2n1CC(=O)c1cccc([N+](=O)[O-])c1
-6%	?	20%	56µM*	1.6µM*	-35%	?	2	-12%	CCOC(=O)C1C(=O)NC(SCC(=O)Nc2nccs2)=C(C#N)C1c1ccccc1OCC (stereo not given)
i	-5%	3%	-19%	5%[59 µM]	-2%	19%	-1	-14%	CC(C)Cc1nn2c(=O)cc(COC(=O)c3cccc(NS(C)(=O)=O)c3)nc2s1
-6%	-1%	27%	?	?	?	-20%	-1	-20%	COc1ccc(/C=C\C(=O)NCc2ccc3[nH]c(C)cc3c2)cc1OC
i	·	0%	·	·	·	·	-1	0%	O=C1CCC(=O)N1CCC(=O)N(C(=O)NC1CCCCC1)C1CCCCC1
-7%	-3%	-2%	-4%	19%	0%	17%	1	-8%	CCN(CC)CC(O)COCCC12CC3CC(CC(C3)C1)C2 (stereo not given)
0%	-2%	1%	-11%	-31%	1%	40%	-2	-15%	CCN(C(=O)C1CSC2(C)CCC(=O)N12)c1nc2c(C)cccc2s1 (stereo not given)
·	5%	-1%	-9%	7%	-16%	44%[activator]	-1	-10%	CCc1nc(SCc2ccc(OC)c(Br)c2)n[nH]1
3%	2%	4%	1%	3%	6%	37%	-26	3%	CSc1ncccc1C(=O)NCCc1ccccc1F
1%	-5%	5%	-14%	-23%[59 µM]	-9%	-2%	-2	-22%	CC(=O)Nc1ccc(NC(=O)c2ccc(C3SCC(=O)N3CCc3ccccc3)cc2)cc1 (stereo not given)
14%	1%	1%	-31%	15%	-15%	22%	4	2%	COCCNC(=O)C(c1ccc(C)cc1)N(Cc1ccccc1)C(=O)CCC(=O)Nc1ccccn1 (stereo not given)
-8%	2%	-9%	5%	3%	0%	24%	11	-15%	Cc1cc(C)c(-c2c(O)c3cnn(-c4ccccc4)c3[nH]c2=O)c(C)c1
-8%[11.5 µM]	8%	19%	-17%	-16%	-11%	-21%	-4	-12%	Cc1cccc(C(=O)NC2CCN(C(=S)NCc3ccco3)CC2)c1
-9%	2%	-2%	-4%	36%[59 µM]	42%[activator]	59%	2	5%	O=C(Nc1cccc2cccnc12)c1ccc2c(c1)OCCO2
-2%	1%	-1%	-15%	0%[59 µM]	-25%	10%	-1	7%	Cc1ccc(-c2onc(C)c2C)cc1S(=O)(=O)NCc1ccco1

Fetched by compound from the entries so far, 4 records:
PGK inhibitor	Pin1 inh	GLS inh	JMJD2A Tudor inh	G9a inh	BAZ2B inh	HP1b chromo inh	PI4K2A inh	POLH inh	canonical_smiles
i	-10%	0%	18%	13%	0%	35%	1	-2%	Cc1noc(C)c1S(=O)(=O)N1Cc2ccccc2CC1C(=O)N(C)C (stereo not given)
1%	30%[activator]	9%	16%	1%	1%	34%[activator]	1	-4%	N#Cc1c(N)n(CCNC(=O)c2ccccc2)c2nc3ccccc3nc12
0%	-4%	0%	-9%	-9%[59 µM]	11%	-1%	3	-12%	CC(C)(C)c1ccc(C(=O)NCC(=O)N2CCCCCC2)cc1
-10%	16%	-3%	?	-9%[59 µM]	-3%	25%	1	-1%	COc1ccc(CNC(=O)c2cc3oc4ccccc4c3n2C)cc1OC

Going on with the list:
PGK inhibitor	Pin1 inh	GLS inh	JMJD2A Tudor inh	G9a inh	BAZ2B inh	HP1b chromo inh	PI4K2A inh	POLH inh	canonical_smiles
i	-17%	-21%	-20%	?	-7%	62%	-9	-13%	Cc1cccc(NC2=NCC(=O)N2Cc2ccccc2)c1
i	1%	-2%	5%	16%	-14%	38%	5	-11%	CCn1ccc(C(=O)N2CCOCC2)n1
-9%	·	-2%	·	·	·	·	2	-1%	CC1(C)CC(=O)C=C(c2ccc(-c3cccc4c3sc3ccccc34)cc2)C1=O
-3%	-4%	1%	-12%	-13%[59 µM]	7%	34%[activator]	3	-14%	CC(C)Cn1c(CN2CCN(c3ccccc3F)CC2)nc2c1c(=O)[nH]c(=O)n2C
i	·	-1%	·	·	·	·	-2	-6%	CCC/C=C/c1ccc(CN2C(C)C(=O)N(Cc3cn(CCOCOC)nn3)CCS2(=O)=O)cc1 (stereo not given)
-7%	4%	12%	-33%	10%[59 µM]	?	?	1	-16%	C/C(=N\NC(=S)NCc1ccccc1)c1ccc(Cl)cc1
-8%	0%	19%	-18%	·	3%	17%	-2	-9%	CCN(Cc1cnn(C)c1)C(=O)CC1C(=O)NCCN1Cc1cccc(OC)c1OC (stereo not given)
-5%	3%	-5%	13%	·	7%	34%	2	-20%	O=C(NCc1ccccc1Cl)c1cnccn1
-1%	15%	-2%	-34%	-50%[59 µM]	?	32%	3	-12%	c1ccc(C2[C@H]3CN(CC4CCCCC4)[C@H](c4ccccc4)C34CC2(c2cccnc2)C4)cc1 (stereo not given in full)
-1%	-3%	4%	-17%	-14%[59 µM]	0%	22%	2	-11%	CCOc1cc(/C=N/O)cc(Br)c1OCC(=O)NCc1ccccc1
-3%	-1%	0%	6%	23%	-20%	17%[57 µM]	-1	-21%	Nc1cc(Cl)ccc1C(=O)OCC(=O)N1CCCC1
-6%	·	-10%	·	·	·	·	10	-20%	Cc1ncoc1C(=O)NC1CCCc2c1cnn2-c1cc(F)cc(F)c1 (stereo not given)
-4%	-4%	13%	-7%	-8%	1%	15%	2	-24%	CCOc1ccc(C(=O)NCC(=O)N2CCN(c3ccccc3O)CC2)cc1
·	-3%	7%	-20%	-27%	-4%	23%	0	-16%	CC1(C)CC(=O)C2=C(C1)OC1=C(C(=O)CC(C)(C)C1)C2c1ccc(O)c([N+](=O)[O-])c1
-3%	-12%	10%	-19%	23%	-7%	8%	3	-16%	Cc1cc(Cl)ccc1OCCCC(=O)NCc1ccccn1
5%	0%	18%	-12%	6%	0%	40%[activator]	2	0%	O=C(O)CCC(=O)Nc1ccc(Br)cc1C(=O)c1ccc(Cl)cc1
2%	1%	-1%	-1%	-24%	-2%	14%	-2	-21%	CCOc1ccc(/C=C/C(=O)OC(C)C(=O)NC2CCCCC2C)cc1OC (stereo not given)
-4%	-2%	0%	-15%	88%[activator]	-3%	25%	2	-17%	CCN(CC(=O)NC1CC1)S(=O)(=O)c1ccccc1
4%	1%	10%	-5%	0%[59 µM]	6%	38%	-3	-6%	CCN(CC)c1ccc(/C=N/NC(=O)c2c(Cl)c(C)nn2C)cc1
5%	-4%	6%	-3%	0%	-11%	28%	1	-25%	COc1ccc(C)cc1NC(=O)C1CCN(C(=O)C2CC(=O)N(c3ccc(C)cc3)C2)CC1 (stereo not given)

Some of the compounds tested; rates above refer to the full screens.
